# Source: PubChem BioAssay
# BLM inh = qHTS Assay for Inhibitors of Bloom's syndrome helicase (BLM); RecQ-like DNA helicase BLM (Homo sapiens), P54132; recombinant BLM DNA unwinding, fluorescence dequenching; Potency, µM (top dose mostly 56.1 µM), without a hit: top-dose activity change, negative = inhibition, hits mostly inhibitors; actives 0.2% (n = 350,000); AID 2528, 2010;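 note: potency is the fitted concentration of half-maximal effect; plate controls were vehicle for no effect and no enzyme for full effect; nearly all actives have a fitted effect of over 35% in size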
# POLK inh = qHTS for Inhibitors of Polymerase Kappa; Potency, µM (doses to about 107 µM), for the others: at the top dose activity, negative = inhibition, usual class: inhibitors; actives 0.53% (n = 400,000); DNA polymerase kappa (Homo sapiens), Q9UBT6; purified Pol kappa, fluorescent DNA synthesis assay, 10 min; note: potency is the fitted concentration of half-maximal effect; % is set by controls: 0 for no effect and ±100 for the full control effect
#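 Kinetic fluorescence screen: compound preincubated 15 min RT with 10 nM enzyme; 50 nM substrate (final) initiates; reads at 0/10 min.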
# Pol beta inh = qHTS Assay for Inhibitors of DNA Polymerase Beta. P06746. Pol beta primer extension/strand displacement, fluorescence kinetic. Potency, µM (top dose mostly 114 µM), for inactives: at the top dose activity change, negative = inhibition, actives largely listed as inhibitors. actives 1.3% (n = 340,000); note: potency is the fitted concentration of half-maximal effect; % is set by controls: 0 for no effect and ±100 for the full control effect
#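 Kinetic readout of DNA synthesis with strand displacement by Pol beta. Compound and 10 nM enzyme sit 15 min at room temperature; 50 nM substrate starts the reaction, read immediately and at 10 min.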
# APEX1 inh = qHTS Assay for Inhibitors of the Human Apurinic/apyrimidinic Endonuclease 1 (APE1). DNA repair nuclease/redox regulator APEX1 (Homo sapiens), P27695. recombinant APE1, TAMRA/BHQ-2 abasic DNA cleavage fluorescence. Potency, µM (highest dose often 65.8 µM), without a hit: at the top dose activity change, negative = inhibition, usual class: inhibitors. actives 0.35% (n = 350,000). AID 2517, 2012;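 note: potency is the fitted concentration of half-maximal effect; plate controls were vehicle for no effect and reference inhibitor for full effect; nearly all actives have a fitted effect of over 55% in size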
#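 Endonuclease cleavage of a quenched abasic-site DNA duplex (50 nM) by APE1 (0.75 nM) was tracked by TAMRA dequenching. Compounds were preincubated with enzyme 15 min at room temperature; data normalized to buffer-only and DMSO wells plus NSC13755 control.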
# Apoferritin bind = qHTS Assay for Identification of Novel General Anesthetics. apoferritin/1-aminoanthracene competitive binding, fluorescence. Potency, µM (top dose mostly 77.5 µM), inactives show at the highest dose activity change, negative = displacement, actives largely listed as inhibitors. actives 0.074% (n = 350,000). Ferritin light chain (Equus caballus), P02791. AID 485281, 2010; note: potency is the fitted concentration of half-maximal effect; % is set by controls: 0 for no effect and ±100 for the full control effect; nearly all actives have a fitted effect of over 20% in size
# Target sequence (P02791 2-175 limits assumed): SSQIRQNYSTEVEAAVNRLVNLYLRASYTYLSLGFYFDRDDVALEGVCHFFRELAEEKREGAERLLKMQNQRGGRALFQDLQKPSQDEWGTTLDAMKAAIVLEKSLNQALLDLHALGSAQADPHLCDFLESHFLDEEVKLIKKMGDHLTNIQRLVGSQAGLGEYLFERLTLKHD
#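 Steps: apoferritin (10 uM) was premixed with half-saturated 1-AMA in PBS, compounds were pin-transferred, plates stood 10 min at room temperature, fluorescence was read at 380/535 nm, and curves were fitted with a Hill equation.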
# Pol iota inh = qHTS for Inhibitors of Polymerase Iota. Potency, µM (highest dose often 115 µM), for the others: at the highest dose activity, negative = inhibition, most hits filed as inhibitors. actives 1% (n = 390,000). Pol iota fluorescent replication assay, 10 min; note: potency is the fitted concentration of half-maximal effect
#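 Pol iota at 10 nM preincubated 15 min with compounds at room temperature; reaction started with fluorescent substrate, 50 nM final. Fluorescence read kinetically at 0 and 10 min; buffer-only wells as negative control.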
# RXFP1 antag = qHTS Assay for Antagonists of the Relaxin Receptor RXFP1. actives 0.59% (n = 350,000). HEK293-RXFP1, relaxin-stimulated cAMP HTRF, 30 min; active compounds read low. Relaxin receptor 1 (Homo sapiens), Q9HBX9. activity change, negative = inhibition, % at 57.5 µM;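 active = activity change of -60% or lower, but not beyond a set lower limit; inconclusive = change between -60% and -40%, or beyond the set limit; inactive = change above -40%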; note: % is set by controls: 0 for no effect and ±100 for the full control effect
# Pol eta inh = qHTS for Inhibitors of Polymerase Eta; recombinant Pol eta, fluorescent DNA replication assay; actives 1.2% (n = 390,000); Potency, µM (doses to about 114 µM), for inactives: at the highest dose activity change, negative = inhibition, usual class: inhibitors; DNA polymerase eta (Homo sapiens), Q9Y253; AID 588591, 2011; note: potency is the fitted concentration of half-maximal effect; % is set by controls: 0 for no effect and ±100 for the full control effect
# Target sequence (Q9Y253 whole entry, looked up): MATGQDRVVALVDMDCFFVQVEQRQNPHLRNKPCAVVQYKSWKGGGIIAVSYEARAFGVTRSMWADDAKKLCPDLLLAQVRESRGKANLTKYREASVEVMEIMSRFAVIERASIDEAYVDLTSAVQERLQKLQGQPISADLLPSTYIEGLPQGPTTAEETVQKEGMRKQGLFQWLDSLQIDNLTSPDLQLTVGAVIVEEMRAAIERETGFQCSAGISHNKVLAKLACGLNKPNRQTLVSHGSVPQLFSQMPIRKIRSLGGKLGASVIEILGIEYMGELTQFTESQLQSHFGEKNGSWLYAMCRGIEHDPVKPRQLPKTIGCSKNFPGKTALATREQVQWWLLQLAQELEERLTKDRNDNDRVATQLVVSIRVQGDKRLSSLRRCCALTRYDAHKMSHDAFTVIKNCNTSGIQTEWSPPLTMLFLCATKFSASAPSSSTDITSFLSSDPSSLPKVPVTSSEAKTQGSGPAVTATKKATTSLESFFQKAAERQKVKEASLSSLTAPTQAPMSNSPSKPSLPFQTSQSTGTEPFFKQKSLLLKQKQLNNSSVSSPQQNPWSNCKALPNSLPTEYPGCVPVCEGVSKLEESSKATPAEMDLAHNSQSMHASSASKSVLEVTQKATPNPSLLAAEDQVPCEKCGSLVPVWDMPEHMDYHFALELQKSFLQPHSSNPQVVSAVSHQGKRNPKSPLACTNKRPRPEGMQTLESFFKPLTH
#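 Fluorescent replication assay: 50 nM final substrate added after a 15 min room-temperature compound preincubation with 10 nM enzyme. Signal taken at 0 min and again at 10 min.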
# Tb PGK inh = qHTS Assay to Find Inhibitors of Phosphoglycerate Kinase; Phosphoglycerate kinase, glycosomal (Trypanosoma brucei brucei), P07378; PGK/GAPDH coupled, Kinase-Glo luminescence, 60 min; Potency, µM (doses to about 57.5 µM), inactives show top-dose activity change, negative = inhibition, usual class: inhibitors; actives 0.043% (n = 380,000); AID 602233, 2012; note: potency is the fitted concentration of half-maximal effect; % is set by controls: 0 for no effect and ±100 for the full control effect; nearly all actives have a fitted effect of over 60% in size
#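 Luminescent ATP detection (Kinase-Glo Plus) follows a 60-minute room-temperature incubation, with wells lacking PGK as controls. Buffer: 100 mM TEA (pH 7.6), 5 mM MgCl2, 0.01% Tween-20. Coupling enzyme GAPDH (100 nM final) supplies unstable 1,3-BPG in-well.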
# * = called active by the depositor; i = inactive; ? = inconclusive; · = not tested or not shown; & = joins results of further samples; [ ] = another dose, or the depositor's remark. Unless noted, calls come from the whole dose curve; as a rule, active = well fitted curve in the direction sought with a large enough effect; inconclusive = small, poorly fitted or top-dose-only effect, or another doubt; inactive = no such curve, though single readings can be large; an effect the other way counts as inactive or inconclusive. This is a subset; count on the stated rates, not on these rows.
Structure | BLM inh | POLK inh | Pol beta inh | APEX1 inh | Apoferritin bind | Pol iota inh | RXFP1 antag | Pol eta inh | Tb PGK inh
Cn1c(=O)c2c(ncn2CC(O)CNc2ccc(Br)cc2)n(C)c1=O (stereo not given) | 0% | 5% | -15% | -5% | -14% | 20% | -4 | -17% | -2%
CCCCCCCCCCCCC/C=C/[C@@H](O)[C@H](CO)NC(=O)CCCCCCCCCCCCCCC | 3% | -6%[19.4 µM] | · | -4%&-2% | 7% | · | · | · | ·
Cc1cc(C)c(-c2cc(NC(=O)COC(=O)c3ccc(CO)cc3)n(-c3ccccc3)n2)cc1C | -10% | -3%[60.1 µM] | 1% | 8% | -7% | 5% | -13 | -5% | 3%
CCC(C(=O)N(C)Cc1ccccc1)n1nc(C)c2sc3ccccc3c2c1=O (stereo not given) | 0% | -13% | ? | · | 43%[activator] | 5% | -28 | -9% | -1%
CCc1cccc(C)c1NC(=O)c1cc(S(=O)(=O)N2CCC3(CC2)OCCO3)ccc1F | -5% | -2%[60.1 µM] | -7% | · | -3% | 4% | -4 | -26% | -4%
CC(=O)c1cnc(-c2ccccc2Cl)s1 | 0% | -6% | 5% | -2% | -19% | 12% | -2 | -10% | -1%
c1cncc(CSc2nnc3ccc(-c4cccs4)nn23)c1 | -8% | -17% | -6% | -9% | -4% | 51%[activator] | 27 | -11% | -12%
COc1ccc(Cl)cc1NC(=O)CN(C)C(=O)Cn1c(=O)oc2ccccc21 | · | -4% | · | -3% | · | 13% | -4 | -3% | -7%
CCCS(=O)(=O)N1CCCC(C(=O)c2cccc(Cl)c2)C1 (stereo not given) | 1% | -11% | 0% | 2% | -14% | 116%[activator] | 8 | -3% | 2%
Cc1cccc(C)c1-n1c(C)nn(Cc2ccc([N+](=O)[O-])cc2)c1=O | -5% | -9% | -9% | -4% | -8% | 9% | -5 | -8% | -9%
CCOC(=O)Cc1c(C)nc2c(-c3cccc(Br)c3)cnn2c1C | -13% | -7% | 3% | 1% | -11% | -4% | 9 | ? | -10%
S=c1nc(-c2ccc(Br)cc2)[nH]c2ccccc12 | -3% | -23% | 1% | 18% | 3% | 19% | 18 | 0% | -5%
CCn1cc(C(=O)N2CCN(C(=O)c3ccco3)CC2)c2cc(OC)c(OC)cc2c1=O | -2% | -2% | ? | -5% | 11% | 0% | -1 | -5% | -4%
CCC1(CC)Cc2ccccc2-c2nc(CCl)[nH]c(=O)c21 | -8% | -16% | 2% | -5% | -6% | -7% | -80* | -3% | 3%
O=c1/c(=C/c2ccco2)sc2nc(-c3ccccc3Br)nn12 | -21% | 79µM* | 35µM* | 22µM* | -16% | ? | -4 | 16µM* | -9%
COc1ccccc1NC(=O)N1CCc2c([nH]c3ccccc23)C1C(F)(F)F (stereo not given) | -14% | -20% | 5% | ? | -3% | 97%[activator] | -10 | -11% | 0%
CC1(C)Cc2c(C#N)c(NCCN3CCOCC3)nc(-c3ccco3)c2CO1 | 3% | -14% | 2% | 15% | -7% | 7% | 14 | 1% | -3%
Cc1ccc(C(=O)Nc2ccc(C(=O)OCc3cc(=O)n4c5c(sc4n3)CCCC5)cc2)cc1 | -4% | -2%[60.1 µM] | ? | · | 22% | 21% | -6 | -26% | -5%
COc1ccc(N(Cc2cccs2)C(=O)Nc2ccccc2)cc1 | -10% | 3% | -2% | · | -6% | 7% | -28 | 8% | 0%
C=CCc1ccccc1OCC(O)CN(C(C)C)C(C)C (stereo not given) | 3% | -10% | -4% | -3% | -7% | 7% | -9 | -28% | 0%
Cc1ccc(N2CC(C(=O)OCC(=O)c3ccc([N+](=O)[O-])cc3)CC2=O)cc1 (stereo not given) | 0% | -5% | 39% | 13% | -22% | 27% | 15 | 4% | 3%
Cc1ccc(Nc2nc(N)nc(CN3CCN(c4ccccc4F)CC3)n2)cc1 | -6% | -9% | 5% | 11% | -15% | 1% | -10 | -17% | -5%
CCC(=O)N1CCN(C(=O)CC)C1c1ccccc1 | 0% | -2% | 6% | 0% | -6% | -2% | · | -13% | i
Cc1cc(C)n2cc(CSC3=NCCS3)nc2n1 | -4% | -12% | 2% | 14% | -13% | -2% | -2 | -10% | 1%
O=C(NCc1ccccc1)C1Nc2ccc(OC(F)(F)F)cc2C2C=CCC12 (stereo not given) | · | -28% | · | · | · | 22% | · | -8% | -1%
Cc1ccc(NC(=O)Cn2nnc(C(=O)NCCc3ccccc3)c2N)cc1Cl | -12%&-12% | -15%&1% | ? | -7% | -15%&4% | ? | -28&5 | -20%&-13% | -10%&-9%
Cc1ccc2nc(-c3cc(NC(=O)COc4ccc(C)c(C)c4)ccc3Cl)oc2c1 | 3% | -5% | 20% | · | -9% | -10% | -11 | -12% | -1%
CS(=O)(=O)N1CCN(CC2CC3C=CC2C3)CC1 (stereo not given) | -1% | -4% | -14% | -4% | -2% | -1% | 7 | 6% | -3%
O=C(NCc1ccco1)c1cc(S(=O)(=O)N2CCCC2)ccc1Cl | -4% | -15% | 4% | -1% | -8% | ? | 5 | -6% | 4%
O=C(Nc1ccc(CN2CCOCC2)cc1)c1ccc(Br)cc1 | -9% | -12% | -8% | 18% | -2% | -23% | -8 | 3% | 1%
Cc1cc(C)cc(NC(=S)/C(=C(\[O-])c2ccc(Cl)cc2Cl)[n+]2ccccc2)c1 | -10% | 12% | -3% | -2% | -13% | 35%[activator] | 15 | 20% | -2%
O=C(CSc1nc2ccccc2n1-c1ccccc1)Nc1ncc(Cl)cc1Cl | -10% | -10% | 4% | -3% | -18% | 1% | -10 | -22% | i
CCn1c(SCC(=O)Nc2cc(NC(C)=O)ccc2OC)nnc1-c1ccccn1 | -9% | -7% | -6% | 0% | -3% | -16% | -3 | -1% | -8%
COC(=O)c1ccccc1NC(=O)c1ccc2c(Cl)c3c(nc2c1)CCCC3 | -1% | -10% | 17% | · | -5% | 11% | · | -8% | 1%
COC(=O)c1c(NC(=O)c2ccc(OC)cc2OC)sc2c1CCCCC2 | -8% | -8% | ? | · | -7% | ? | 0 | -26% | -7%
O=C(COc1ccccc1)Nc1ccc(S(=O)(=O)NCc2ccco2)cc1 | -3% | ? | 45µM* | -9% | ? | ? | 0 | 18µM* | ?
Cc1ccc(C(=O)N/C(=C/c2cccs2)C(=O)N2CCCCCC2)cc1 | -2% | -7% | 1% | -3% | -19% | -14% | -1 | 8% | ·
CC1CC(=O)Nc2ccccc2N1S(=O)(=O)c1cccc(F)c1 (stereo not given) | -3% | 5% | 16% | -4% | -3% | 27% | -4 | -8% | 5%
O=C(c1ccco1)N1CCN(c2ccc([N+](=O)[O-])cn2)CC1 | · | 10% | · | · | · | -7% | -3 | -9% | -9%
COC(=O)c1cc(-c2c(C)oc3cc(O)ccc3c2=O)c(C)o1 | 3% | -13% | -5% | 8% | 29% | 19% | 3 | -13% | 2%
O=C(NCC(c1cccnc1)N1CCN(c2ccc(F)cc2)CC1)c1ccc(F)cc1 (stereo not given) | 8% | -2% | 1% | 1% | -5% | 10% | 0 | -12% | 4%
O=C(NCc1ccccc1)c1ncn[nH]1 | -1% | -8% | 6% | 4% | -8% | 21% | 3 | ? | 9%
COc1cccc(CNC(=O)c2nn(-c3ccccc3Cl)nc2CO)c1 | -2% | -15% | ? | · | -5% | 15% | -19 | -7% | 8%
O=C(CN1CCOCC1)Nc1c2c(nc3c1CCC3)CCC2 | 0% | -9% | 24% | -4% | -4% | 16% | 2 | 2% | -10%
COc1ccc(CNC(=O)CN(C(=O)c2csnn2)c2cccc(F)c2)cc1 | -1% | -2% | 11% | 23% | -6% | 68%[activator] | 3 | -4% | -9%
C=CCOc1c(CNc2ccc(S(N)(=O)=O)cc2)cccc1OC | 4% | -10% | 16% | 5% | 4% | 0% | 4 | -12% | -4%
O=C(CSC1=NS(=O)(=O)c2ccccc2N1)Nc1ccccc1F | · | -10% | · | 17% | · | 3% | 5 | -8% | 10%
COC1CCCCC1Nc1cc(C)cc(C)c1 (stereo not given) | -1% | -7% | 2% | -1% | ? | 10% | -7 | 0% | -6%
COc1ccc(C)cc1NC(=O)Nc1cccc(-c2noc(C)n2)c1 | -5% | -2%[60.1 µM] | 19% | · | 172%[activator] | 8% | · | -11% | i
Cc1cc(C)n(CCNC(=O)CC2C(=O)NCCN2CC2CCCCC2)n1 (stereo not given) | -3% | -2% | 3% | -2% | -11% | 88%[activator] | -15 | -2% | 2%

# Other structures follow:
Structure | BLM inh | POLK inh | Pol beta inh | APEX1 inh | Apoferritin bind | Pol iota inh | RXFP1 antag | Pol eta inh | Tb PGK inh
Cc1onc(-c2ccccc2Cl)c1C(=O)N1CCN(S(=O)(=O)c2ccc(F)c(F)c2)CC1 | 1% | -11% | 23% | 32% | -6% | 15% | -5 | -7% | 3%
O=S(=O)(Cc1ccccc1)N1CCCC1 | -4% | 6% | 1% | 5% | -20% | 6% | 28 | -3% | -7%
CCOC(=O)CSc1nnc(CNC(=O)c2cc(OC)c(OC)c(OC)c2)n1C | 1% | 1% | 8% | -10% | -8% | 18% | -3 | -19% | -6%
Cc1ccc(C)c(Cn2c3ccccc3c3cnn(CC(=O)NCCN4CCOCC4)c(=O)c32)c1 | 1% | -4% | 26% | 14% | -12% | 10% | -28 | -10% | -2%
CC(=O)c1c(C)oc2ccc(N(C(=O)Oc3ccccc3)S(=O)(=O)c3ccccc3)cc12 | -6% | -3% | 2% | · | -5% | -8% | 4 | 1% | -4%
CC(C)c1nnc(NC(=O)CSc2nc3ccccc3[nH]2)s1 | -15% | -3% | 4% | ? | -9% | 1% | 3 | -4% | -3%
